Assay outcomes (PubChem BioAssay)
SR-BI DiI inh – inhibitors of mouse SR-BI mediated HDL lipid uptake. Q61009. ldlA[mSR-BI] CHO cells, DiI-HDL uptake fluorescence, 3 h. inhibition, % at 12.5 µM. 320,000 tested, 0.96% active;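 active = mean replicate inhibition of at least 70% and a set share of replicates each scoring 70 or more; inconclusive = meets just one of the two criteria; inactive = fails both criteria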;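 note: 0% = median of neutral control wells and 100% = median of positive control wells; values of inactives mirror those of a sister screen read the other way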
Target sequence (Q61009 whole entry, looked up): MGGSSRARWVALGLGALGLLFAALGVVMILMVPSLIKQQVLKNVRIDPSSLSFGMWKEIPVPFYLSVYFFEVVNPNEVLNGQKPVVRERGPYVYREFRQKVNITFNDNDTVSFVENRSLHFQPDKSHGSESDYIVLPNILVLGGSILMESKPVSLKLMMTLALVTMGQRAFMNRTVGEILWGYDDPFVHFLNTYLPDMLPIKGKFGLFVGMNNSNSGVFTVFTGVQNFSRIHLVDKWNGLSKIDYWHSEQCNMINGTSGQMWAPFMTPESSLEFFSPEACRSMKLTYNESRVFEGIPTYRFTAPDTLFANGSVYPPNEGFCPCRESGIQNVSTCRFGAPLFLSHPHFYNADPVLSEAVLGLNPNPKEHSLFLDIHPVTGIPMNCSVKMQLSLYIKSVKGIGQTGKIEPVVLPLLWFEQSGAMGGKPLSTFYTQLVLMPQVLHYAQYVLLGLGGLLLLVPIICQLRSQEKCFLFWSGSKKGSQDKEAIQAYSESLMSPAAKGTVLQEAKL
CAL PDZ FP-1 – inhibitors of human CAL PDZ peptide binding. Q9HD26. purified CAL PDZ, TMR-peptide fluorescence polarization, 1 h. inhibition, % at 24.9 µM. 300,000 tested, 0.92% active. AID 602252;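 active = mean inhibition of at least 30% with at least half of replicates also reaching 30%; inconclusive = no clear call, values can overlap the other calls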;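 note: 0% = DMSO neutral control and 100% = excess unlabeled competitor peptide PRC23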
MITF act – MITF TRPM1 promoter activation in melanoma cells. SK-MEL-5 TRPM1-promoter luciferase, 24 h; % of positive control, neutral wells = 0. activation, % at 12.5 µM. 300,000 tested, 0.75% active. AID 588334;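 active = mean activation of at least 80% with every replicate also reaching 80%; inconclusive = mean reaches 80% but some replicate falls short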;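 note: 0% = neutral control wells and 100% = parthenolide positive control wells; values of inactives mirror those of a sister screen read the other way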
E coli growth – bacterial growth inhibition, counter-screen for AddAB inhibitors; E. coli V3065 growth, OD600 absorbance, 18 h; inhibition, % at 11.9 µM; 330,000 tested, 0.27% active;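 active = inhibition above the campaign's mean inhibition across all tested compounds plus 3 SD, cut at about 9.9% in these data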;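 note: uninfected addAB+ strain grown without phage in ampicillin broth; 0% = DMSO wells and 100% = ciprofloxacin 0.95 µg/ml wells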
phage Ecoli inh – E. coli growth loss with phage present. inhibition, % at 11.9 µM. growth absorbance. 360,000 tested, 0.26% active; in the data active = inhibition above about 11%
CAL PDZ FP-2 – inhibitors of human CAL PDZ peptide binding. Q9HD26. purified CAL PDZ, TMR-peptide fluorescence polarization, 1 h. inhibition, % at 20 µM. 330,000 tested, 0.02% active. AID 504414;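 active = highest replicate inhibition of at least 40%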;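 note: plate controls were DMSO neutral control wells for no effect and unlabeled competitor peptide control wells for full effect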
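Material: tagged CAL PDZ protein CerCALP, purified; buffer or medium: sodium phosphate/NaCl buffer pH 7.4 with TCEP, IgG, Thesit; also added: fluorescent TMR peptide probe; schedule: 1 h incubation at room temperature before polarization reading; technique: fluorescence polarization from S- and P-plane intensities, G-factor corrected; control set: unlabelled peptide and DMSO controls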
Wnt bcat act – activators of Wnt/beta-catenin signaling; Wnt/beta-catenin reporter cell assay, activator, plate reader; activation, % at 9.35 µM; 300,000 tested, 1.2% active; AID 743398; in the data active = activation above about 30%, passing the limit was not always enough; inconclusive = no clear call, values can overlap the other calls;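 note: 0% = neutral control wells and 100% = positive control wells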
AddAB inh – less growth of phage-infected E. coli with AddAB | E. coli expressing H. pylori AddAB, absorbance growth | inhibition, % at 11.9 µM | 330,000 tested, 0.29% active | AID 435030; in the data active = inhibition above about 12%;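 note: 0% = vehicle wells of infected cells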
Tat transport – inhibitors of E. coli Tat protein transport; AID 488895; E. coli MC4100 TorA-mCherry Tat export, fluorescence; inhibition, % at 10 µM; 340,000 tested, 0.036% active;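 active = mean replicate inhibition at least 50% and at least half of replicates individually reaching 50%; inconclusive = only one of the two criteria met; inactive = neither criterion met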;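 note: exported cargo escapes ClpAP degradation while cytoplasmic cargo is degraded and loses fluorescence; 0% = median of neutral control wells and 100% = median of NaSCN control wells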
SR-BI uptake up – SR-BI HDL lipid transfer activation; CHO ldlA[mSR-BI] cells, DiI-HDL uptake fluorescence, 3 h; 100 = double the neutral-control signal; activation, % at 12.5 µM; 320,000 tested, 0.096% active; AID 504775;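 active = mean replicate activation of at least 60% and every replicate at or above 60%; inconclusive = mean or all-replicate condition met, but not both; inactive = mean below 60% and not all replicates reaching 60%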;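 note: 0% = median plate neutral-control signal and 100% = twice that signal; values of inactives mirror those of a sister screen read the other way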
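Test system: SR-BI-overexpressing, LDLR-lacking CHO cells. Measured by: DiI fluorescence, bottom read. Medium: Ham's F12 with 0.5% BSA, HEPES 25 mM, pH 7.4. Timing: 3 h uptake period with compound, 37 °C.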
The depositor's hits bear a star; u = inconclusive; x = not tested or not shown. Compounds as they come; overall some 3.6% were active at least once.

SMILES	SR-BI DiI inh	CAL PDZ FP-1	MITF act	E coli growth	phage Ecoli inh	CAL PDZ FP-2	Wnt bcat act	AddAB inh	Tat transport	SR-BI uptake up
COc1ccc(NC(=O)/C(=C\c2ccc(OC)c(OC)c2)NC(=O)c2ccco2)cc1	-4	x	2	1.1	-0.6	-0.8	6	0.4	6	x
COc1ccc2cc(C(=O)N(C)Cc3ccccc3)[nH]c2c1	17	1	21	1.2	0.5	-0.1	6	0.7	-9	-17
CCOc1cc(-c2c(C)c(CC)nc(N)c2C#N)ccc1O	-13	-3	7	2.3	-0.5	-3.3	-1	2.4	20	13
O=C(Nc1nccs1)c1ccc(S(=O)(=O)NCc2cccs2)cc1	4	0	4	1.2	2.4	-1.1	1	1.6	8	-4
O=S(=O)([O-])CCC[n+]1ccc(Oc2ccccc2)cc1	-11	-5	x	x	1.8	-0.8	3	x	0	11
CCOc1ccc(C(=O)NCC(=O)NCCOc2ccc(C)cc2)cc1	11	0	-4	-0.7	2.1	-1.9	2	2.4	-6	-11
COc1ccc(S(=O)(=O)N2CCCCCC2)cc1C(=O)NCCc1ccccc1	13	0	1	-0.3	-0.1	-0.6	1	1.3	10	-13
Oc1ccc(-c2nccc(-c3ccc(Br)cc3)n2)cc1	x	-2	44	0.5	-0.9	-2.2	5	-0.7	9	x
COC(=O)c1c(-c2cccc3ccccc23)csc1NC(=O)Cc1ccc(OC)c(OC)c1	x	-1	-14	-1.6	0.6	-2.6	-1	1.5	6	x
O=C1N=NC(=O)N1c1ccccc1	-9	-6	1	-1.5	2.1	-0.3	-1	-1.3	-3	9
O=C(NC1CCCCC1)c1ccc(CS(=O)(=O)Cc2ccccc2F)o1	1	-1	-2	-1.4	0.6	0.3	x	-2.5	-5	-1
CN(Cc1ccccc1)C(=O)C1CCN(S(=O)(=O)c2ccc3nc4c(c(C(=O)O)c3c2)CCCC4)CC1	-11	1	-8	-2.5	1.6	-2.8	0	3.3	-2	11
CC(C(=O)Nc1cccc([N+](=O)[O-])c1)N1CCN(C/C=C/c2ccccc2)CC1 (centres undefined)	-8	1	1	0.9	4.8	-2.6	x	1.5	0	8
O=C(CCN1C(=O)c2cccc3cccc(c23)C1=O)NCC1CCCO1 (centres undefined)	-3	5	0	0.4	0.5	0.1	6	3.1	-1	3
CCOC(=O)c1c(NCC2CCCO2)c2ccccc2[nH]c1=O (centres undefined)	-6	-1	40	0.4	3.3	-0.9	x	-0.2	3	6
CC(=O)O[C@H]1CC[C@@]2(C)C(CCC3C2CC[C@]2(C)OC(=O)CCC32)C1 (some centres undefined)	3	-5	x	-0.9	1.6	-5.1	4	1.2	2	-3
O=C1c2ccccc2C(=O)N1C(CO)C(O)c1ccc([N+](=O)[O-])cc1 (centres undefined)	-7	-1	4	-0.7	1.7	-3.3	1	-0.4	-5	7
O=C(Cc1ccccc1)Nc1ccc(N2CCOCC2)cc1N1CCOCC1	-2	8	x	-0.9	1.2	-0.8	x	-2.5	-6	2
C=CCS(=O)(=O)c1nc2ccccc2s1	-12	0	-8	-2.8	3.0	1.8	x	1.9	-10	12
Nc1nc(N)nc(-c2ccc([N+](=O)[O-])o2)n1	-19	-2	-10	x	103*	-0.4	-5	x	-8	19
Nn1c(SCc2cccc(F)c2)nnc1-c1ccncc1	-11	-2	x	1.2	0.9	-0.9	1	0.8	-5	11
CC(C)(C)C(=O)Nc1nc2cc3c(cc2s1)OCO3	x	x	u	2.1	2.1	-2.2	42*	1.8	-9	x
CCOC(=O)C1=NN(c2ccccc2)C(=O)C1	-21	-3	-9	3.2	1.1	0.2	-2	4.8	-1	21
O=C(Nc1ccccc1F)c1ccc(-c2cccc([N+](=O)[O-])c2)o1	-11	-3	59	1.7	-0.1	-0.7	8	1.8	0	11
O=C(Nc1nncs1)c1c(F)c(F)c(F)c(F)c1F	2	9	-4	-3.1	0.6	-1.4	-7	0.8	-8	-2
Nc1nc(-c2ccccc2)cc(N2CCCCC2)n1	-9	6	-32	1.6	1.4	-3.1	x	1.3	-2	9
Cc1ccc(S(=O)(=O)N2CCN(C(=O)c3n[nH]c(=O)c4ccccc34)CC2)c(C)c1	5	2	2	-1.1	1.6	1.1	0	-0.3	2	-5
CCOC(=O)C1CCN(C(=O)CCS(=O)(=O)c2ccc3c(c2)n(C)c(=O)c(=O)n3C)CC1	-10	52*	-1	0.9	2.1	-1.7	-1	4.6	7	10
COc1ccc(/C=C2/CSC/C(=C/c3ccc(OC)c(OC)c3)C2=O)cc1OC	69	-3	x	x	1.8	-1.6	-11	x	5	-69
O=C(NCCN1CCN(C(=O)c2cccc(OC(F)F)c2)CC1)c1cccc(OC(F)F)c1	42	x	7	-1.1	3.2	-0.7	-2	0.4	4	-42
CC1(C)CC(=O)C2=C(C1)NC1=C(C(=O)c3ccccc31)C2c1ccc(Cl)cc1 (centres undefined)	49	-8	-4	2.8	0.8	0.9	x	5.3	-1	-49
CCc1ccc(NC(=O)C(=O)NCC(O)c2ccccc2)cc1 (centres undefined)	-3	-3	8	2.7	2.5	-2.4	x	2.1	-1	3
CCN(CC(=O)Nc1c(C(=O)OC)[nH]c2ccc(C)cc12)c1ccc2c(c1)OCO2	9	1	-8	-0.6	3.2	-1.4	-2	2.2	4	-9
CC(=O)N1N=C(c2cccc([N+](=O)[O-])c2)OC1c1cccc(Br)c1 (centres undefined)	5	3	1	-1.8	3.2	-0.3	-2	4.3	0	-5
S=c1[nH]ccn1-c1ccc(Cl)cc1	-20	0	1	-3.2	2.0	0.7	0	-1.1	-3	20
COC(=O)NC(=S)N1CCOCC1	-24	-5	-6	-1.4	7.3	0.6	1	3.4	-2	24
COc1ccc2[nH]c3c(c2c1)CCN1C(=O)C(CC(=O)NCC24CC5CC(CC(C5)C2)C4)C[C@H](C(=O)N2CCCCC2)[C@@]31C (some centres undefined)	22	-7	-17	-0.9	4.4	0.5	-7	-1.5	7	-23
Cc1ccc(NC(=O)CS(=O)CC(=O)Nc2ccc(N3CCOCC3)cc2)cc1Cl (centres undefined)	39	2	x	-0.7	2.6	x	-4	4.5	-4	x
CC(C)(C)OC(=O)N1CCN(C(=O)c2nc[nH]c2C(=O)N2CCN(c3ccccc3)CC2)CC1	12	-3	-94	0.6	2.9	-1.1	-3	0.5	2	-12
CCCCc1nc2n[nH]c(N)c2c2c1CCCC2	9	-4	-28	-2.8	3.0	-1.4	-19	-0.2	-4	-9
Cc1cc(C)n2nc(-c3ccc(Br)cc3)cc2n1	11	-3	x	-0.2	1.2	-2.1	45*	2.1	-5	-11
Cc1c(OC(C)C(=O)NCc2ccncc2)ccc2c3c(c(=O)oc12)CCCC3 (centres undefined)	11	-4	-7	-0.8	1.3	-2.9	5	-0.2	-2	-11
Cc1cc(C)nc(N2CCCC(C(=O)Nc3ccc4c(c3)OCO4)C2)n1 (centres undefined)	-3	-2	7	1.3	1.5	0.2	x	1.1	3	3
O=C(CN1C(=O)C2CCCCC2C1=O)Nc1ccc(S(=O)(=O)Nc2ncccn2)cc1 (centres undefined)	-7	3	-14	-0.5	3.1	-1.4	0	4.7	-4	7
O=C(O)C1C2C=CC(O2)C1C(=O)Nc1ccccc1C(F)(F)F (centres undefined)	-16	-3	9	0.9	1.4	-0.5	x	7.0	9	16
CCN(CC)S(=O)(=O)c1cccc(-c2nnc(SCc3ncc(-c4ccccc4)o3)n2C)c1	9	4	-2	-0.7	0.9	-0.4	-2	2.5	5	-9
CC(C)=CCN1CCN(Cc2c(C)nn(C)c2Cl)CC1CCO (centres undefined)	-23	-2	0	0.7	2.1	-2.1	1	-0.7	12	23
COc1ccccc1CNc1n[nH]c(NCc2ccccc2OC)n1	-7	1	0	-4.3	1.2	0.0	x	0.2	-12	7
COc1cc2c(cc1OC)C(c1cccs1)N(C(=O)c1ccncc1)CC2 (centres undefined)	-36	-2	-10	-3.3	2.2	-1.3	-9	-0.2	1	36
CCCOCC(O)CCc1n[nH]c(=S)n1-c1ccccc1 (centres undefined)	-6	1	0	-0.4	5.1	0.9	0	0.9	10	6
COc1ccc(NC(=O)CSc2nc(C3CC3)nc3ccccc23)c(OC)c1	21	-11	1	0.8	3.4	-2.4	-1	2.7	-7	-21
Cc1ccccc1CS(=O)(=O)CCC(=O)N1CCN(c2ccc(N3CCOCC3)nn2)CC1	-19	0	-11	0.0	-0.6	-0.3	x	0.0	2	19
O=C(Nc1nnc(-c2ccc(Br)cc2)o1)c1ccco1	-10	-4	29	-7.2	x	-3.1	x	-2.5	10	10
Cc1ccc(C(=O)N2CCN(c3ccc(NC(=O)c4cccnc4)cc3)CC2)cc1	11	-1	-13	0.1	3.0	-3.4	-4	1.1	-2	-11
O=C(CN1CCN(S(=O)(=O)c2ccccc2)CC1)Nc1ccc([N+](=O)[O-])cc1	10	4	-4	-0.9	1.5	-0.7	0	4.1	0	-10
